Assay outcomes (PubChem BioAssay)
Jurkat NFkB inh – lowers PMA/ionomycin-induced NF-kB signal in Jurkat cells; PMA/ionomycin-induced NF-kB luciferase reporter, luminescence; inhibition, % at 4 µM; hit rate 0.53% among 330,000; in the data active means inhibition above about 50%
APJ antag – blocks the human apelin receptor APJ. AID 2521. hit rate 0.32% among 330,000. P35414. CHO-K1 APJ beta-arrestin complementation, luminescence. inhibition, % at 20 µM;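 active means inhibition above about 40% at 20 µM, limit read from the data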;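 further: cells challenged with 10 nM apelin-13 agonist together with compound; plate controls were apelin-13 plus DMSO wells for no effect and DMSO wells lacking apelin-13 for full effect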
Gli-Sufu antag – antagonists of Gli-Sufu signaling; Sufu-KO-LIGHT fibroblasts, Gli luciferase reporter luminescence; inhibition, % at 5 µM; hit rate 0.74% among 340,000;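 active means inhibition above about 55%, limit read from the data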;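 further: 0% = DMSO-treated cells and 100% = wells with medium but no cells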
EBI2 antag – antagonists of human EBI2 receptor | AID 651636 | inhibition, % at 5 µM | EBI2 beta-arrestin recruitment, luminescence, 7a,25-OHC stimulated | hit rate 0.81% among 360,000; in the data active means inhibition above about 38%;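 further: enzyme fragment complementation signal reports receptor beta-arrestin coupling in cells; 0% = agonist plus DMSO wells and 100% = wells without agonist; some results beyond the cut were filed as inactive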
Target sequence (P32249 whole entry, looked up, the tested form may be a part): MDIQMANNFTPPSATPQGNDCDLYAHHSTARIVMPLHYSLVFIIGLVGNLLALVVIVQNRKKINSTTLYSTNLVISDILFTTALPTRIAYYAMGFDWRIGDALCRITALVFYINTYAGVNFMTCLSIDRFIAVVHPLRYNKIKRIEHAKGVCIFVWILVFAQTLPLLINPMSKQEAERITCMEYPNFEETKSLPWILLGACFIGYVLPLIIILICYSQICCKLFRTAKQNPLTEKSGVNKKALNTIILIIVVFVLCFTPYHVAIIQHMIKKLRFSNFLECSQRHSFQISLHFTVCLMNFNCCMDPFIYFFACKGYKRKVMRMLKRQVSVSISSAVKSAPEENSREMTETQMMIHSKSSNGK
CXCR6 block – blocks human CXCR6 beta-arrestin recruitment | CHO-K1 PathHunter CXCR6 beta-arrestin, luminescence | hit rate 0.36% among 360,000 | inhibition, % at 20 µM | O00574 | AID 602244; in the data active means inhibition above about 34%, passing the limit was not always enough;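 further: antagonist mode with CXCL16 agonist at 10 nM final; 0% = 10 nM CXCL16 with DMSO and 100% = unstimulated wells without agonist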
Target sequence (O00574 whole entry, looked up): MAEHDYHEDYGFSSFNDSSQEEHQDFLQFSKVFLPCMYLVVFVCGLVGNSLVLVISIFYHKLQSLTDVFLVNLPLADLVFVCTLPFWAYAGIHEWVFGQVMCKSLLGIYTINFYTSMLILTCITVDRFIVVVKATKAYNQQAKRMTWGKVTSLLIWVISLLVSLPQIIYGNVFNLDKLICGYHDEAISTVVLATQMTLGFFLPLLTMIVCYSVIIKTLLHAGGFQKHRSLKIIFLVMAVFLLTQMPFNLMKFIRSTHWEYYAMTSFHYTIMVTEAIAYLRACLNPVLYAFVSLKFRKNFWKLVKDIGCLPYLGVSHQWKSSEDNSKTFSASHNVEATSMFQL
UBC13 inh – inhibitors of human UBC13 polyubiquitin chain formation; hit rate 0.47% among 330,000; P61088; inhibition, % at 20 µM; TR-FRET; in the data active means inhibition above about 45%, passing the limit was not always enough; inconclusive means no clear call, values can overlap the other calls
CCR6 antagonist – CCR6 (human) receptor antagonism. P51684. CHO-K1 CCR6 PathHunter beta-arrestin, luminescence, CCL20-stimulated. inhibition, % at 20 µM. hit rate 0.49% among 340,000;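 active means compounds whose inhibition of the agonist-driven luminescence signal at 20 µM reaches about 50%, limit read from the data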;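 further: cells stimulated with CCL20 at 14 nM final; plate controls were DMSO with CCL20 for no effect and DMSO without agonist for full effect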
Target sequence (P51684 whole entry, looked up): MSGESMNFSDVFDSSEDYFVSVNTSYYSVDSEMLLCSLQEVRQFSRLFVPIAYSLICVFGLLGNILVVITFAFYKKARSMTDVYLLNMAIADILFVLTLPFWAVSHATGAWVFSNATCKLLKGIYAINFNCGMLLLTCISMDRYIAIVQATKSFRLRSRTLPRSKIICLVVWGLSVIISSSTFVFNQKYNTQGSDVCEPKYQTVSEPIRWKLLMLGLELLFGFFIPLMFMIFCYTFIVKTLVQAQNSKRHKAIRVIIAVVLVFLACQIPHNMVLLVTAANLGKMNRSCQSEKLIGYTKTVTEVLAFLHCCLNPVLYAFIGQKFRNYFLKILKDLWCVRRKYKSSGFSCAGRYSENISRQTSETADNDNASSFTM
697 NFkB inh – inhibitors of the PMA/ionomycin-induced NF-kB reporter in 697 B cells | inhibition, % at 4 µM | AID 435022 | 697 B-cell NF-kB luciferase reporter, 16 h | hit rate 0.33% among 330,000; in the data active means inhibition above about 35%
Active calls of the source: *; ? = inconclusive; . = no result given.

| SMILES | Jurkat NFkB inh | APJ antag | Gli-Sufu antag | EBI2 antag | CXCR6 block | UBC13 inh | CCR6 antagonist | 697 NFkB inh |
| --- | --- | --- | --- | --- | --- | --- | --- | --- |
| CCC(=O)NCCCNc1nc2c(C)cccc2cc1C#N | 4 | -27 | 1 | -5 | 8 | 1 | 2 | 9 |
| COc1ccccc1C(=O)NC(=O)CSc1nncn1C(C)C | 9 | -42 | -4 | -9 | 1 | 3 | 10 | 16 |
| c1cncc(-c2noc(CC3CCCCC3)n2)c1 | -19 | -7 | -28 | 1 | -7 | -8 | 18 | -52 |
| CCN1C(=O)C2(Nc3ccccc3-c3nc4ccccc4n32)c2cc(OC)ccc21 (centres undefined) | -13 | -13 | -7 | 7 | 3 | -8 | 9 | 8 |
| Cc1ccc(C)c(OC(=O)CN2C(=O)c3ccccc3C2=O)c1 | -2 | 6 | 13 | 3 | -4 | 8 | 6 | 15 |
| CCn1cc(C(=O)O)c(=O)c2cc(F)c(N3CCN(C(=S)NC(=O)c4cccc(C)c4)CC3)cc21 | 0 | 8 | 2 | -16 | 1 | -3 | 9 | -23 |
| Cn1/c(=N/NC(=O)c2cccc(OC(F)F)c2)sc2ccccc21 | -6 | 9 | 8 | 4 | -10 | 3 | -2 | 2 |
| CCN(CC)CCCN=C1N[C@@H](c2cccc(C(F)(F)F)c2)C(C(=O)OC)=C(C)N1CC | 10 | 11 | 12 | -18 | 8 | 22 | 5 | 16 |
| CC(=O)Nc1ccc(C(=O)Nc2nnc(CCc3ccccc3)s2)cc1 | -2 | -2 | -10 | 5 | 0 | 1 | 11 | 1 |
| Nn1c(SCc2cccc(F)c2)nnc1-c1cccnc1 | 0 | -8 | -10 | -10 | 8 | -6 | 7 | -7 |
| CCCC1C(C#N)=C(N)Oc2n[nH]c(C(C)(C)C)c21 (centres undefined) | -13 | 0 | -2 | -1 | -6 | -2 | -3 | -2 |
| CCN(CCCNC(=O)Cn1ncc2c(=O)oc3ccccc3c21)c1cccc(C)c1 | 10 | -9 | 2 | 5 | -10 | 12 | 0 | -36 |
| C[C@H](O)[C@@H]1C(=O)N2CCc3ccc(-c4cccc(F)c4)cc3[C@@H]2C[C@@H]1N(C)S(=O)(=O)c1ccccc1 | . | . | 5 | 2 | 0 | . | 2 | . |
| Cc1ccc(C(=O)Nc2ccc(S(=O)(=O)N3CCCC3)cc2)s1 | -9 | -17 | -6 | -15 | 8 | 10 | 1 | -12 |
| COc1ccc(CCC(=O)Nc2nc(C)c(C(=O)N(C)C)s2)cc1 | -14 | -3 | -4 | 3 | -1 | -6 | -14 | -12 |
| O=C1NC(c2cc(Cl)cc([N+](=O)[O-])c2O)Nc2ccccc21 (centres undefined) | -15 | 27 | 2 | -4 | 27 | -54 | 37 | 36* |
| CCc1ccc(NC(=S)N2CCC(NC(=O)c3ccccc3OC)CC2)cc1 | 5 | 7 | 14 | 15 | -4 | 8 | 20 | -1 |
| Cc1ccc(C(=O)NC2CC(C)(C)NC(C)(C)C2)cc1C | 0 | 2 | 0 | 1 | 2 | -1 | 3 | -3 |
| CCOc1cccc(C(=O)Nc2ccncc2)c1 | -1 | -9 | 9 | 0 | -9 | -6 | -5 | 4 |
| Cc1ccc2oc(C(=O)N(C)Cc3ccon3)c(C)c2c1 | -99 | 1 | -36 | -2 | 6 | 4 | 21 | -107 |
| COc1cccc(-c2cc3nc(-c4ccccc4)cc(N4CCC5(CC4)OCCO5)n3n2)c1 | -16 | -9 | 3 | 17 | 9 | ? | 3 | -55 |
| C#CCOCCOCCOCCNc1nc(N2CCN(C(=O)[C@H]([C@@H](C)CC)n3cc([C@@H](N)CC(C)C)nn3)CC2)nc(N2CCN(C(=O)[C@H](CCCCN)n3cc([C@@H](N)C(C)CC)nn3)CC2)n1 (some centres undefined) | 0 | -37 | -7 | -15 | 6 | 37 | 11 | 3 |
| O=C(c1ccco1)N(CCCN1CCOCC1)c1nc(-c2ccc(Cl)cc2)cs1 | 5 | -2 | 5 | 38 | -3 | 0 | 7 | 8 |
| Cc1nn(CC(=O)NCCCN2CCCCC2C)c(=O)c2cccn12 (centres undefined) | 5 | 16 | -4 | -9 | 4 | 5 | 10 | -5 |
| O=C(CNS(=O)(=O)c1ccccc1)NCc1ccco1 | 9 | -5 | 18 | -10 | -3 | 1 | 5 | -1 |
| COC(=O)c1cn(C(=O)c2cccc(Br)c2)c2ccccc12 | 8 | -1 | 8 | -9 | 4 | 4 | 11 | 14 |
| COc1ccc(NC(=O)C(C)N2c3cccc4cccc(c34)S2(=O)=O)cc1OC (centres undefined) | 16 | 1 | 43 | 2 | -7 | -6 | 3 | -3 |
| Cc1ccc(-n2cc(CN3CCN(Cc4nccn4C)CC3)c(-c3cccc(C)c3)n2)cc1 | 2 | -8 | 22 | 8 | -3 | 13 | 11 | 0 |
| COc1cc(N2C(=O)NC3CC2(C)Oc2ccccc23)cc(OC)c1OC (centres undefined) | -13 | -1 | -4 | -4 | 0 | 1 | -4 | -14 |
| NC(=O)c1ccccc1NC(=O)CSc1cn[nH]n1 | -14 | 4 | 16 | -9 | -2 | -1 | 3 | 1 |
| Cc1ccc(NS(=O)(=O)c2cccc(C(=O)N/N=C/c3c(C)nn(-c4ccccc4)c3N3CCCC3)c2)c(C)c1 | 3 | 5 | 2 | 2 | 10 | -5 | 7 | -3 |
| O=C(CN1C(=O)NC2(CCCCCC2)C1=O)N1CCN(c2ccc(F)cc2)CC1 | 7 | 7 | 5 | -7 | 6 | 0 | 5 | 3 |
| CC(C)C[C@@H](CO)N1CCN(Cc2ccc(Br)cc2)CCC1=O | -6 | 0 | 22 | 1 | -9 | 2 | -8 | 17 |
| COc1ccc(-c2ccc(NS(=O)(=O)c3ccc([N+](=O)[O-])cc3)cc2)nn1 | 2 | -54 | -4 | 4 | -6 | -6 | 10 | 0 |
| CCN(CC)S(=O)(=O)c1cccc(C(=O)Nc2cc3oc4ccccc4c3cc2OC)c1 | -4 | -10 | 5 | 7 | -1 | 1 | -4 | -37 |
| Cc1ccc(NC(=O)Cn2sc3nc(C)cc(C)c3c2=O)c(Cl)c1 | 1 | -14 | 2 | 7 | 8 | -8 | 12 | -1 |
| O=C(COc1ccccc1)N1CCN(c2nnc(-c3ccccc3)c3ccccc23)CC1 | 10 | -15 | 96* | 71* | -2 | 5 | -4 | 15 |
| CCOc1c2ccccc2nn1CCO | 12 | 1 | -1 | -2 | -11 | -6 | 0 | -18 |
| O=C(COC(=O)c1cc2c(s1)CCC2)Nc1ccc(F)cc1 | 0 | 7 | -9 | 2 | 0 | -12 | 14 | 5 |
| Cc1cc(Nc2ccc(Cl)cc2)n(-c2ccccc2)n1 | 4 | 17 | 5 | -2 | 3 | 6 | 24 | 1 |
| CC1(C(=O)O)CCC(C(=O)Nc2ccc(Cl)c(Cl)c2)C1(C)C (centres undefined) | -9 | 8 | 32 | -10 | 0 | -8 | 13 | -14 |
| Cc1cc(NC(=O)c2ccccc2F)nc2c1c(=O)oc1ccccc12 | 10 | 2 | 3 | -13 | 0 | 28 | 3 | 11 |
| Cc1ccc(OCC(O)CNS(=O)(=O)c2ccccc2C(=O)N2CCCCC2)cc1 (centres undefined) | -9 | 0 | -2 | 46* | -8 | 10 | 6 | 17 |
| CC(C)COP(=O)(c1ccc(N(C)C)cc1)C(O)c1ccc(N(C)C)cc1 (centres undefined) | 7 | 9 | 4 | -4 | 2 | 6 | 10 | -4 |
| O=C(COC(=O)CCc1ccc(S(=O)(=O)N2CCOCC2)cc1)NC1CCCC1 | 0 | -4 | -7 | -4 | 1 | 3 | 2 | 14 |
| CN(C)CCN(C)Cc1ccccc1Sc1cccc2ccccc12 | -2 | 8 | 13 | 1 | -13 | 36 | 37 | -11 |
| COc1ccc(CCn2c(=S)[nH]c3ccc(N4CCOCC4)cc3c2=O)cc1OC | 7 | -8 | 3 | 17 | -3 | 26 | -2 | 2 |
| Cc1cc(Cl)ccc1OCC(=O)N/N=C/c1ccncc1 | -3 | 4 | -6 | 10 | -4 | 3 | 10 | 24 |
| Cc1cc(C(C)(C)C)cc(C)c1C[n+]1ccc2ccccc2c1 | 77* | 8 | 79* | -3 | 7 | 7 | 5 | 19 |
| O=C(Cc1n[nH]c(=O)[nH]c1=O)N/N=C/c1cccc(Cl)c1 | -4 | -3 | 0 | -3 | -12 | -10 | -4 | -7 |

Next compounds:
| SMILES | Jurkat NFkB inh | APJ antag | Gli-Sufu antag | EBI2 antag | CXCR6 block | UBC13 inh | CCR6 antagonist | 697 NFkB inh |
| --- | --- | --- | --- | --- | --- | --- | --- | --- |
| NCCCC[C@H]1CN=C(N)N1CCC12CC3CC(CC(C3)C1)C2 | 3 | 12 | -17 | 1 | -3 | 24 | 0 | -10 |
| O=C(CCc1ccc(S(=O)(=O)N2CCOCC2)cc1)NN=C1CCCCCCC1 | -9 | 11 | -1 | 3 | -2 | -12 | 3 | 11 |
| O=C(Nc1ccccn1)c1ccc2c(c1)OCCO2 | -84 | -6 | -8 | -8 | 6 | -4 | 2 | -63 |
| O=c1cc(O)c2sc(Nc3cccc(C(F)(F)F)c3)nc2[nH]1 | 4 | -15 | -3 | -18 | -12 | -4 | -15 | 6 |
| Cc1occc1-c1nnc(SCC(=O)N2CCOCC2)n1CC(C)C | 0 | -2 | 0 | -6 | -1 | 7 | -5 | -1 |
| C=CCn1c(SCC(=O)Nc2sccc2C(N)=O)nc2ccccc2c1=O | 17 | 15 | 12 | -3 | -5 | 9 | 6 | -5 |
| COc1ccccc1CCNC(=O)c1nc(-c2cccs2)no1 | -38 | 10 | -39 | 11 | -1 | 8 | 15 | -49 |
| CC(C(O)c1cc(=O)c(OCc2ccccc2)co1)[N+](=O)[O-] (centres undefined) | -20 | -5 | 4 | -11 | -5 | -4 | 10 | -11 |
| COC(=O)c1sccc1NC(=O)Cc1ccc(Br)cc1 | 16 | 8 | -4 | 7 | 0 | 17 | 26 | 4 |
| c1csc(-n2nc3ccccc3n2)c1 | -15 | -20 | -7 | -7 | -1 | -4 | -10 | -11 |

Just EBI2 antag (four entries from above):
Compound	EBI2 antag
COc1ccccc1CCNC(=O)c1nc(-c2cccs2)no1	11
COC(=O)c1sccc1NC(=O)Cc1ccc(Br)cc1	7
O=C(CCc1ccc(S(=O)(=O)N2CCOCC2)cc1)NN=C1CCCCCCC1	3
NCCCC[C@H]1CN=C(N)N1CCC12CC3CC(CC(C3)C1)C2	1

(cont.)
| SMILES | Jurkat NFkB inh | APJ antag | Gli-Sufu antag | EBI2 antag | CXCR6 block | UBC13 inh | CCR6 antagonist | 697 NFkB inh |
| --- | --- | --- | --- | --- | --- | --- | --- | --- |
| CCOC(=O)N1CCN(Cc2nc3c(c(=O)n(C)c(=O)n3C)n2Cc2ccc(F)cc2)CC1 | 1 | 7 | 7 | -10 | 8 | 0 | 2 | 25 |
| CCc1nc(N2CCN(C(=O)c3ccco3)CC2)c2c3c(sc2n1)CCCC3 | 12 | 10 | 6 | -2 | 1 | 6 | 15 | -21 |
| Cc1ccc(NC(=O)CSc2nnc(C3CC3)n2N)cc1S(=O)(=O)N1CCOCC1 | 8 | 12 | -4 | -4 | -9 | 15 | 3 | 10 |
| CCCn1c(N)c(N(CCOC)C(=O)c2cc(C)cc(C)c2)c(=O)[nH]c1=O | 2 | 7 | 20 | -6 | -5 | 4 | -6 | 11 |
| COc1ccc(C(=O)COC(=O)CCNS(=O)(=O)c2ccccc2)c(OC)c1 | -1 | 10 | -4 | -10 | 6 | 1 | 13 | 14 |
| Cn1c(-c2cccc(F)c2)nc2c1c(=O)[nH]c(=O)n2Cc1ccccc1 | 19 | 2 | 17 | 7 | 9 | 4 | 13 | 7 |
| CCC1S/C(=N/N=C/c2ccco2)N(Cc2ccccc2)C1=O (centres undefined) | -4 | 15 | -8 | 11 | 7 | -1 | 10 | -5 |
| c1ccc2oc(Cc3ccc(Cc4nc5ccccc5o4)cc3)nc2c1 | 1 | -2 | 8 | 0 | -14 | -5 | 15 | -6 |
| CCOC(=O)c1c(C)[nH]c(C(=O)COC(=O)COc2ccccc2C)c1C | 13 | -3 | -8 | 2 | 6 | 0 | 0 | 18 |
| O=C(CN1CCOCC1)N1CCc2ccccc2C(c2ccccc2)C1 (centres undefined) | -3 | 16 | 22 | -8 | -2 | 11 | 12 | 3 |
| CN(C(=O)Cc1noc2ccccc12)c1ccccc1 | 4 | -14 | 39 | 4 | -4 | 6 | 5 | -16 |
